Source: PubChem
BLM inh = qHTS Assay for Inhibitors of Bloom's syndrome helicase (BLM); RecQ-like DNA helicase BLM (Homo sapiens), P54132; recombinant BLM DNA unwinding, fluorescence dequenching; Potency, µM (titrated, usually from 56.1 µM), inactives show at the highest dose activity change, negative = inhibition, most hits filed as inhibitors; 350,000 compounds, 0.2% hits; AID 2528, 2010;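 further: potency means the concentration at half of the fitted maximal effect; plate controls were vehicle for no effect and no enzyme for full effect; nearly all actives have a fitted effect of over 35% in size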
RXFP1 antag = qHTS Assay for Antagonists of the Relaxin Receptor RXFP1; 350,000 compounds, 0.59% hits; HEK293-RXFP1, relaxin-stimulated cAMP HTRF, 30 min; active compounds read low; Relaxin receptor 1 (Homo sapiens), Q9HBX9; AID 1259400, 2018; activity change, negative = inhibition, % at 57.5 µM;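 active means activity change of -60% or lower, but not beyond a set lower limit; inconclusive means change between -60% and -40%, or beyond the set limit; inactive means change above -40%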; further: on the % scale 0 is the no-effect control and ±100 the full control effect
Target sequence (Q9HBX9 whole entry, looked up): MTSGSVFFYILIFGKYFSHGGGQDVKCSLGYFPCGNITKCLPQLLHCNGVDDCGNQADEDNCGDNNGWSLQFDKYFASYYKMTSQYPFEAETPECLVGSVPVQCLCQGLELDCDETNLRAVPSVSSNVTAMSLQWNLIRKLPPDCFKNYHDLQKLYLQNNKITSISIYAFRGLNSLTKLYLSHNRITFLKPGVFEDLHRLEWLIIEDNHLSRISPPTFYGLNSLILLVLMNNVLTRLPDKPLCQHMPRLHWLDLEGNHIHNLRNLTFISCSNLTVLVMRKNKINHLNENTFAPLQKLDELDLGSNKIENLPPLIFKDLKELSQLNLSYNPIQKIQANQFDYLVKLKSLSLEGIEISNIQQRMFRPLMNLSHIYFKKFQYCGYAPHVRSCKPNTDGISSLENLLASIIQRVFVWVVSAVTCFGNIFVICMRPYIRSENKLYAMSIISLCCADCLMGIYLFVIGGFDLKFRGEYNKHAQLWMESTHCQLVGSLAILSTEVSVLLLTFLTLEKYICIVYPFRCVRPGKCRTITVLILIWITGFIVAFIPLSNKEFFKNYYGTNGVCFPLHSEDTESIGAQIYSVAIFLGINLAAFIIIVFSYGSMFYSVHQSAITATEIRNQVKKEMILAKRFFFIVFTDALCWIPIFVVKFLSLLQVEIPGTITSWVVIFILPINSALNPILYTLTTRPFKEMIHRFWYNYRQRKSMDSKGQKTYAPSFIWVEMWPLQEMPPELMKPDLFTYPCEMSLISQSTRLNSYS
POLK inh = qHTS for Inhibitors of Polymerase Kappa | Potency, µM (titrated, usually from 107 µM), for inactives: at the highest dose activity, negative = inhibition, usual class: inhibitors | purified Pol kappa, fluorescent DNA synthesis assay, 10 min | 400,000 compounds, 0.53% hits | DNA polymerase kappa (Homo sapiens), Q9UBT6; further: potency means the concentration at half of the fitted maximal effect; on the % scale 0 is the no-effect control and ±100 the full control effect
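10 nM Pol kappa was preincubated with compounds for 15 min at room temperature. Reaction started with 50 nM (final) substrate. Fluorescence read kinetically at 0 and 10 min.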
POLB inh = qHTS Assay for Inhibitors of DNA Polymerase Beta; P06746; Pol beta primer extension/strand displacement, fluorescence kinetic; Potency, µM (top dose mostly 114 µM), for inactives: at the highest dose activity change, negative = inhibition, actives largely listed as inhibitors; 340,000 compounds, 1.3% hits; AID 485314, 2010; further: potency means the concentration at half of the fitted maximal effect; on the % scale 0 is the no-effect control and ±100 the full control effect
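Kinetic readout of DNA synthesis with strand displacement by Pol beta. Compound and 10 nM enzyme sit 15 min at room temperature; 50 nM substrate starts the reaction, read immediately and at 10 min.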
POLI inh = qHTS for Inhibitors of Polymerase Iota. 390,000 compounds, 1% hits. Pol iota fluorescent replication assay, 10 min. DNA polymerase iota (Homo sapiens), Q9UNA4. Potency, µM (top dose mostly 115 µM), for the others: at the highest dose activity, negative = inhibition, hits mostly inhibitors; further: potency means the concentration at half of the fitted maximal effect
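Fluorescent replication assay read twice, at 0 min and 10 min after adding 50 nM (final) substrate. Enzyme (10 nM) and compounds were first incubated 15 min at room temperature; enzyme-free buffer wells were negative controls.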
APE1 inh = qHTS Assay for Inhibitors of the Human Apurinic/apyrimidinic Endonuclease 1 (APE1). DNA repair nuclease/redox regulator APEX1 (Homo sapiens), P27695. recombinant APE1, TAMRA/BHQ-2 abasic DNA cleavage fluorescence. Potency, µM (highest dose often 65.8 µM), without a hit: at the top dose activity change, negative = inhibition, usual class: inhibitors. 350,000 compounds, 0.35% hits;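 further: potency means the concentration at half of the fitted maximal effect; plate controls were vehicle for no effect and reference inhibitor for full effect; nearly all actives have a fitted effect of over 55% in size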
Target sequence (P27695 whole entry, looked up): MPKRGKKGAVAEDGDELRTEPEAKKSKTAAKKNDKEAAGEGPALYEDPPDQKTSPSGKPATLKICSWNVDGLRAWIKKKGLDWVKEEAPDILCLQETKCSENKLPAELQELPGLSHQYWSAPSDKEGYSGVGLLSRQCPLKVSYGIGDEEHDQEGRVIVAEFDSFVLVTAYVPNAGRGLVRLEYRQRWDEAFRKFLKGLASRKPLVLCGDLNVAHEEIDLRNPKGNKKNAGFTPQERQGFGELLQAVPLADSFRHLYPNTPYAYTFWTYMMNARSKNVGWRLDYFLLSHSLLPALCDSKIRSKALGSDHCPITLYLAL
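Measures dequenching upon AP-site incision of a 5'-TAMRA/3'-BHQ-2 THF-containing duplex, 50 nM; human APE1 0.75 nM after 15 min room-temperature exposure to compound; kinetic three-point read at one-minute spacing.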
Apoferritin bind = qHTS Assay for Identification of Novel General Anesthetics | 350,000 compounds, 0.074% hits | Potency, µM (doses to about 77.5 µM), for the others: top-dose activity change, negative = displacement, hits mostly inhibitors | apoferritin/1-aminoanthracene competitive binding, fluorescence | AID 485281, 2010; further: potency means the concentration at half of the fitted maximal effect; on the % scale 0 is the no-effect control and ±100 the full control effect; nearly all actives have a fitted effect of over 20% in size
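Read-out: endpoint 1-AMA fluorescence, excitation 380 nm and emission 535 nm, after compounds sit 10 min at room temperature with 10 uM horse-spleen apoferritin in 50% saturated 1-AMA/PBS. Values come from four-parameter Hill fits.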
Pol eta inh = qHTS for Inhibitors of Polymerase Eta; 390,000 compounds, 1.2% hits; Potency, µM (highest dose often 114 µM), for the others: at the top dose activity change, negative = inhibition, actives largely listed as inhibitors; DNA polymerase eta (Homo sapiens), Q9Y253; AID 588591, 2011; recombinant Pol eta, fluorescent DNA replication assay; further: potency means the concentration at half of the fitted maximal effect; on the % scale 0 is the no-effect control and ±100 the full control effect
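Pol eta at 10 nM preincubated with compounds 15 min at room temperature; reaction started with fluorescent substrate (50 nM final) and read kinetically at 0 and 10 min.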
PGK inhibitor = qHTS Assay to Find Inhibitors of Phosphoglycerate Kinase; Phosphoglycerate kinase, glycosomal (Trypanosoma brucei brucei), P07378; PGK/GAPDH coupled, Kinase-Glo luminescence, 60 min; Potency, µM (highest dose often 57.5 µM), inactives show top-dose activity change, negative = inhibition, usual class: inhibitors; 380,000 compounds, 0.043% hits; AID 602233, 2012; further: potency means the concentration at half of the fitted maximal effect; on the % scale 0 is the no-effect control and ±100 the full control effect; nearly all actives have a fitted effect of over 60% in size
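Luminescent ATP detection (Kinase-Glo Plus) follows a 60-minute room-temperature incubation, with wells lacking PGK as controls. Buffer: 100 mM TEA (pH 7.6), 5 mM MgCl2, 0.01% Tween-20. Coupling enzyme GAPDH (100 nM final) supplies unstable 1,3-BPG in-well.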
Starred values were filed as active, the others as inactive; i = inactive; ? = inconclusive; . = not tested or not shown; & = joins results of further samples; [ ] = another dose, or the depositor's remark. Unless noted, the call rests on the fitted dose curve; in most records, active means well fitted curve in the direction sought with a large enough effect; inconclusive means small, poorly fitted or top-dose-only effect, or another doubt; inactive means no such curve, though single readings can be large; an effect the other way counts as inactive or inconclusive. A portion of the library. The share of hits here may be higher or lower than overall.

Order of results – BLM inh, RXFP1 antag, POLK inh, POLB inh, POLI inh, APE1 inh, Apoferritin bind, Pol eta inh, PGK inhibitor
1. Cc1cc(C)c(C)c(S(=O)(=O)Nc2ccc(C(N)=O)cc2)c1C
 : 2%, -4, -1%, -18%, -1%, -5%, -4%, -20%, -4%
2. CC(=O)c1ccc(NC(=O)c2ccc(-n3cnnn3)cc2)cc1
 : ., 22, 3%, ., ?, -13%, ., -12%, 3%
3. CCOc1ccccc1NC(=O)CSc1nc2c(oc3ccccc32)c(=O)n1Cc1ccco1
 : -5%, ., -41%, -13%, -1%, ., 52%[activator], -6%, 0%
4. CN(c1nc2ccccc2[nH]c1=O)C1CCCCC1
 : -3%, 4, 0%, 6%, 32%[activator], 33%, -9%, -20%, -4%
5. COCCNC(=O)Cn1cnc2sc(C)c(S(=O)(=O)N3CCN(c4ccccc4OC)CC3)c2c1=O
 : -1%&-1%, 23&-11, -14%&6%, -11%&13%, 51%&10%[activator], -4%, -5%&-4%, -11%&-19%, 0%&-8%
6. CCc1ccc(OCc2ccccc2C(=O)Nc2ccc3nc(C)cc(N)c3c2)cc1
 : -11%, ., -13%[60.1 µM], ., 25%, -2%, -21%, ., .
7. O=C(NCc1ccccc1F)C1CCCN(C(=O)Nc2ccccc2)C1 (stereo not drawn)
 : -1%, -10, 1%, 35%, 23%, 48%[activator], -13%, -9%, -4%
8. CCN(CC)S(=O)(=O)c1ccc(N2CCOCC2)c(NC(=O)c2c3c(nc4ccccc24)CCC3)c1
 : -19%, 13, ?, 8.9µM*, 32µM*, ?, 3%, 35µM*, -8%
9. CCN(CC)C(=O)c1cccc(NC(=O)c2ccccc2OCc2c(C)noc2C)c1
 : ., -6, 4%, ., -17%, 22%, ., -12%, -8%
10. CCc1ccc(S(=O)(=O)N2CCCC(N3CCN(c4ccc(OC)cc4)CC3)C2)cc1 (stereo not drawn)
 : -2%, -12, -15%, 6%, -3%, -6%, -5%, -17%, -5%
11. O=C(CCc1nc2sc3c(c2c(=O)[nH]1)CCCC3)Nc1cccc(Cl)c1
 : ., -31, -32%, ., 79µM*, -8%, ., 13µM*, -3%
12. OC(CCN1CCOCC1)c1ccccc1 (stereo not drawn)
 : -3%, 4, -12%, 5%, 59%[activator], 16%, -6%, -11%, -1%
13. CC(C)CN(Cc1c(O)ccc2c(=O)c(-c3ccccc3)coc12)CC(C)C
 : -5%, 0, 14%, 0%, 13%, 20%, -1%, -11%, -4%
14. O=C(CCc1nc(-c2ccccc2F)no1)NC1CCN(Cc2ccccc2)CC1
 : -2%, -11, -4%, 0%, -6%, 2%, -13%, -11%, -5%
15. CCN(CC)c1ccc(C2C(C(=O)Nc3ccccc3C)=C(C)Nc3ncnn32)cc1 (stereo not drawn)
 : -3%, ., -9%[60.1 µM], 2%, -14%, ., -4%, -13%, -8%
16. C=C1CCN([C@@H](Cc2ccccc2)C(=O)N2CCOCC2)S(=O)(=O)c2ccccc21
 : ., ., -12%, ., 6%, ., ., -18%, 1%
17. CS(=O)(=O)Nc1ccc(S(=O)(=O)N2CCOCC2)cc1
 : 2%, 14, 4%, 49%, 8%, 2%, -16%, -9%, -9%
18. CCOC(=O)c1c(CSc2ccccc2)n(C)c2ccc(O)cc12
 : -5%, -13, -17%, 23%, 19%, 16%, -11%, 3%, 5%
19. COc1[nH]c(/N=C/c2ccccc2)c(C#N)c1C#N
 : -1%, -2, ?, 89µM*, 79µM*, 17%, 56%[activator], -7%, 1%
20. CCOc1ccc(/C=C(/NC(=O)c2ccccc2)C(=O)NCCC(=O)O)cc1
 : 2%, 8, 4%, 13%, 48%[activator], 1%, 0%, 12%, 7%

A different layout for 8 compounds above.
# | SMILES | BLM inh | RXFP1 antag | POLK inh | POLB inh | POLI inh | APE1 inh | Apoferritin bind | Pol eta inh | PGK inhibitor
13 | CC(C)CN(Cc1c(O)ccc2c(=O)c(-c3ccccc3)coc12)CC(C)C | -5% | 0 | 14% | 0% | 13% | 20% | -1% | -11% | -4%
14 | O=C(CCc1nc(-c2ccccc2F)no1)NC1CCN(Cc2ccccc2)CC1 | -2% | -11 | -4% | 0% | -6% | 2% | -13% | -11% | -5%
15 | CCN(CC)c1ccc(C2C(C(=O)Nc3ccccc3C)=C(C)Nc3ncnn32)cc1 (stereo not drawn) | -3% | . | -9%[60.1 µM] | 2% | -14% | . | -4% | -13% | -8%
16 | C=C1CCN([C@@H](Cc2ccccc2)C(=O)N2CCOCC2)S(=O)(=O)c2ccccc21 | . | . | -12% | . | 6% | . | . | -18% | 1%
17 | CS(=O)(=O)Nc1ccc(S(=O)(=O)N2CCOCC2)cc1 | 2% | 14 | 4% | 49% | 8% | 2% | -16% | -9% | -9%
18 | CCOC(=O)c1c(CSc2ccccc2)n(C)c2ccc(O)cc12 | -5% | -13 | -17% | 23% | 19% | 16% | -11% | 3% | 5%
19 | COc1[nH]c(/N=C/c2ccccc2)c(C#N)c1C#N | -1% | -2 | ? | 89µM* | 79µM* | 17% | 56%[activator] | -7% | 1%
20 | CCOc1ccc(/C=C(/NC(=O)c2ccccc2)C(=O)NCCC(=O)O)cc1 | 2% | 8 | 4% | 13% | 48%[activator] | 1% | 0% | 12% | 7%

Going on with the list:
Order of results – BLM inh, RXFP1 antag, POLK inh, POLB inh, POLI inh, APE1 inh, Apoferritin bind, Pol eta inh, PGK inhibitor
21. COc1ccc(C(CNC(=O)COc2ccc(C)c(C)c2)N2CCCCC2)cc1 (stereo not drawn)
 : 0%&-9%, -15&-14, -5%&1%, 12%, 17%&12%, -7%, -12%&-1%, -17%&-19%, 12%&-4%
22. COc1ccc(CCNC(=O)CCCn2c(=O)c3ccccc3n(CC(=O)Nc3ccc(C)cc3Cl)c2=O)cc1OC
 : -12%, ., 3%, ?, -8%, ., ?, -12%, -9%
23. COc1cc(/C=C/C(=O)OCC(=O)N2CCCc3ccccc32)ccc1OC(F)F
 : ., 11, -13%, ., 12%, -24%, ., -7%, -2%
24. Cc1cccc(-n2ncc3c2CCCC3NC(=O)CCc2cccnc2)c1C (stereo not drawn)
 : -6%, 13, -8%, 18%, -7%, -4%, -4%, 0%, 5%
25. CC1CCc2onc(C(=O)N3CCN(c4ccc(F)cc4)CC3)c2C1 (stereo not drawn)
 : 0%, 9, 8%, 29%, -6%, ., -13%, -11%, 4%
26. CSCC[C@@H](C(=O)NCCCCCCCCCCC(=O)N1CCN(C(=O)OC(C)(C)C)CC1)n1cc(CCO)nn1
 : ., ., 9%, ., 21%, 10%, ., -11%, -5%
27. Cc1oc2c(c(C)cc3oc(=O)c(CC(=O)NCC(=O)NCC(=O)NCC(C)O)c(C)c32)c1C (stereo not drawn)
 : 4%, 3, -14%[60.1 µM], 2%, 6%, 23%, 53%[activator], -12%, -5%
28. Cc1noc(NS(=O)(=O)c2ccc(NC(=O)c3nn(-c4ccc(F)cc4)ccc3=O)cc2)c1C
 : 1%, -8, 5%, 5%, 7%, 67%[activator], -13%, -13%, i
29. CCOc1cccc(NC(=O)C(Cc2cccs2)c2nn[nH]n2)c1 (stereo not drawn)
 : 4%, -13, -4%, 29%, 13%, -10%, -10%, 8%, -2%
30. COc1ccc(C(CNC(=O)c2ccc3c(c2)OCCO3)N(C)C)cc1 (stereo not drawn)
 : 2%, 14, 0%, 9%, 46%[activator], 18%[12.4 µM], -5%, -16%, -1%
31. CCOc1cc(/C=N/NC(=O)COc2ccc(Cl)cc2)ccc1OS(=O)(=O)c1ccccc1
 : 0%, 7, -10%, -1%, 3%, -1%, ?, -5%, 9%
32. O=C(Nc1ccc(F)c(Cl)c1)C1CCN(c2ncnc3c2nc2n3CCCCC2)CC1
 : -1%, -1, -2%, 1%, 52%[activator], 15%, -2%, -7%, -3%
33. Cc1ccc2cc(COC(=O)c3cccc([N+](=O)[O-])c3)c(=O)[nH]c2c1
 : -2%, 0, 1%, 15%, -18%, 2%, -9%, -6%, 11%
34. CCOC(=O)c1[nH]c2ccccc2c1NC(=S)Nc1cccc(C)c1C
 : -1%, ., -4%, -13%, -22%, 0%, -2%, -6%, i
35. O=C(NNC(=S)NCC1CCCO1)c1ccc(S(=O)(=O)N2CCOCC2)cc1 (stereo not drawn)
 : -2%, -5, -16%, -10%, 80%[activator], -5%, -4%, -21%, -10%
36. CCOC(=O)c1cc(-c2ccccc2)n(CCC(=O)NC(C)CC)c1C (stereo not drawn)
 : 0%, 11, -13%, ?, -7%[58.9 µM], -4%, -3%, -10%, -1%
37. COc1ccc(-n2c(-c3ccc(Br)cc3)c[n+]3c2SC(C)C3)cc1 (stereo not drawn)
 : 12%, -13, 6%, 5%, 20%, 13%, -8%, -13%, i
38. COc1ccc(CNC(=O)C/C(C)=N/NC(=O)COc2cccc(C)c2)cc1
 : -2%, -9, -10%, 32%, 98%[activator], 16%, ?, -10%, 7%
39. Cc1ccc(NC(=O)Cn2ncn3c(cc4ccccc43)c2=O)cc1F
 : -1%&-6%, ?, -16%&0%, 17%&-1%, -11%&30%, -19%, -12%&-12%, 4%&-20%, 4%&11%
40. Cc1cc(-c2ccc(S(=O)(=O)N3CCN(c4cccc(C)c4C)CC3)s2)on1
 : -2%, -5, -6%, 1%, 25%, -1%, 0%, -17%, i
41. Cc1nc(C)c(-c2ccc(SCC(=O)Nc3ccc(F)cc3F)nn2)s1
 : -1%, -11, -10%, 16%, 17%, 13%, -10%, -19%, -2%
42. Cc1ccc(-n2[nH]c(C)c(/C=N/NC(=O)c3ccc(O)cc3O)c2=O)cc1
 : -3%, -1, -8%[60.1 µM], 33%, ?, -21%, -11%, -10%, -11%
